hIAP activ = human IAP activation; actives 0.16% (n = 330,000); activation factor at 10 µM; purified human IAP, CDP-Star luminescence, 30 min; stronger effect = higher value; 1 = vehicle-only enzyme, 0 = enzyme-free background; P09923; AID 2524;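 active = activation factor of the enzyme at least 2-fold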; also: the source names both 10 and 20 µM as test concentration; values of inactives mirror those of a sister screen read the other way
mIAP act = increases mouse intestinal alkaline phosphatase activity; actives 0.24% (n = 330,000); muIAP, CDP-Star luminescence, 30 min; stronger effect = higher value; 1 = vehicle-only enzyme signal, 0 = enzyme-free wells; activation factor at 10 µM; AID 2805;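 active = activation factor of at least 2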; also: the source names both 10 and 20 µM as test concentration; values of inactives mirror those of a sister screen read the other way
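Assay system: mouse IAP enzyme; Reagent: CDP-Star chemiluminescent phosphatase substrate; Compound: DMSO-dissolved test compounds; Incubation: 30 min, room temperature; Technique: luminescence from enzymatic CDP-Star hydrolysis; Controls: DMSO-only wells and no-enzyme negative control.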
ATG4B inhibitor = inhibitors of human ATG4B cysteine protease | actives 0.51% (n = 340,000) | inhibition, % at 8.33 µM | Q9Y4P1 | ATG4B cleavage of LC3-PLA2, NBD-HPC fluorescence, 1 h; in the data active = inhibition above about 40%
Target sequence (Q9Y4P1 whole entry, looked up): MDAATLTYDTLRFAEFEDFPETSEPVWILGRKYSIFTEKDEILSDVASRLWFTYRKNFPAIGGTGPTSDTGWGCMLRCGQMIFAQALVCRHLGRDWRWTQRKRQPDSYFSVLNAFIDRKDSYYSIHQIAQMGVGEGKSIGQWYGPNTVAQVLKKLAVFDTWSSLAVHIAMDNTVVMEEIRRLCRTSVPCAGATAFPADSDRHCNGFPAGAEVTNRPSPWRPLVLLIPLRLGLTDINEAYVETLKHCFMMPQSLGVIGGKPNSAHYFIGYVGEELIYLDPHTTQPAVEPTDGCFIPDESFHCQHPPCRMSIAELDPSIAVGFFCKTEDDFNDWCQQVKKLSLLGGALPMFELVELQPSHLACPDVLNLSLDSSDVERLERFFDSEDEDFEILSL
MIN6 prolif = inducers of beta-cell replication in MIN6 cells; MIN6 cells proliferation, ATPlite luminescence, 48 h; cells starved in 0.2% serum; 100% = growth in 10% serum; actives 0.29% (n = 330,000); proliferation, % at 10 µM;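 active = compounds whose signal lies at least 3.5 SD above the mean of all wells on their plate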;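 also: 0% = DMSO-treated cells in low-serum medium and 100% = 10% serum control; some compounds called inactive have numbers as strong as hits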
A3G deaminase = blocks human APOBEC3G single-stranded DNA deamination; recombinant A3G, ssDNA deamination FAM/TAMRA fluorescence; AID 493012; inhibition, % at 20 µM; Q9HC16; actives 0.28% (n = 330,000);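 active = inhibition of at least 40% at 20 µM, with no more than 30% in the related APOBEC3A deaminase screen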;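 also: plate controls were DMSO wells with A3G for no effect and wells lacking A3G enzyme for full effect; some compounds called inactive have numbers as strong as hits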
Target sequence (Q9HC16 whole entry, looked up): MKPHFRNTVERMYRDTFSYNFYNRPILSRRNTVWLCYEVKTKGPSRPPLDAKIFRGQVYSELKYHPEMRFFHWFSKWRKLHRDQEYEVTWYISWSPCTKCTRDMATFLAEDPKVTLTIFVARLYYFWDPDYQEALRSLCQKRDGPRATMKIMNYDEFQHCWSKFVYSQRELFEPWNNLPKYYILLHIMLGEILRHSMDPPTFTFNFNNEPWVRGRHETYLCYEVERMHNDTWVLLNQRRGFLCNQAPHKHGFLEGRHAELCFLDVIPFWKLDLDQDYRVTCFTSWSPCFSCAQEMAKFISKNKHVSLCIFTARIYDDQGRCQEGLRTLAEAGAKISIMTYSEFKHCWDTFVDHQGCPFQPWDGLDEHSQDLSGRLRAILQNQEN
MPTP block = inhibitors of mitochondrial permeability transition pore. isolated mouse mitochondria, Ca2+ swelling absorbance, 30 min. inhibition, % at 10 µM. actives 1.4% (n = 360,000);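 active = inhibition of 50% or more, scaled per plate between neutral and stimulator controls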;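 also: 0% = DMSO wells given calcium and 100% = 1 mM EGTA wells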
mIAP block = blocks mouse intestinal alkaline phosphatase; purified mouse IAP, CDP-Star luminescence, 30 min; inhibition, % at 10 µM; actives 0.2% (n = 330,000); AID 2806;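 active = inhibition of at least 40% at 10 µM in the primary screen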;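 also: plate controls were DMSO with enzyme for no effect and no enzyme wells for full effect; values of inactives mirror those of a sister screen read the other way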
A3A deaminase = blocks human APOBEC3A ssDNA deamination | P31941 | recombinant A3A, FAM/TAMRA ssDNA deamination fluorescence | inhibition, % at 20 µM | actives 0.41% (n = 330,000) | AID 493011;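 active = at least 40% inhibition at 20 µM here, with at most 30% in a related deaminase screen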;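 also: plate controls were A3A with DMSO for no effect and wells lacking A3A enzyme for full effect; some results filed as inactive read as strong as hits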
Target sequence (P31941 whole entry, looked up): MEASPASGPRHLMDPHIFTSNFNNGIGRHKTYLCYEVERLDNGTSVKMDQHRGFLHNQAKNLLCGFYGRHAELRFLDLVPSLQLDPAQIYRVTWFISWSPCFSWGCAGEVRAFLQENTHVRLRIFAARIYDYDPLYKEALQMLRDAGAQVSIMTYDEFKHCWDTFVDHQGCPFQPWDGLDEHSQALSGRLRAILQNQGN
hIAP block = human IAP inhibition; P09923; purified IAP, CDP-Star luminescence, 30 min; inhibition, % at 10 µM; actives 0.12% (n = 330,000); AID 2544;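 active = inhibition reaching a set limit with compound at 10 µM in the primary screen, cut at about 35% in these data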;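 also: plate controls were DMSO wells with enzyme for no effect and no-enzyme buffer wells for full effect; values of inactives mirror those of a sister screen read the other way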
Numbers without * were called inactive.

CC(/C=C/C1(O)C(C)CC(=O)CC1(C)C)OC1OC(CO)C(O)C(O)C1O (configuration not stated) was read as hIAP activ 0.83, mIAP act 0.58, ATG4B inhibitor -20, MIN6 prolif 13, A3G deaminase -5, MPTP block 0.9, mIAP block 42*, A3A deaminase -1 and hIAP block 17.
For C/C(Cl)=C\Cn1c(NCCc2ccccc2)nc2c1c(=O)n(C)c(=O)n2C the results were hIAP activ 0.84, mIAP act 1, ATG4B inhibitor 4, MIN6 prolif -4, A3G deaminase -1, MPTP block 54*, mIAP block 0, A3A deaminase -3 and hIAP block 16.
COc1ccccc1-n1nnnc1SCC(=O)N(C)C1CCS(=O)(=O)C1 (configuration not stated) was read as hIAP activ 0.98, mIAP act 1.1, ATG4B inhibitor -4, MIN6 prolif -3, A3G deaminase -11, MPTP block -1.1, mIAP block -12, A3A deaminase -4 and hIAP block 2.
CC(C)(C)c1ccc(OCC(=O)Nc2ccc(-c3nc4cccnc4o3)cc2)cc1 was read as hIAP activ 0.87, mIAP act 0.89, ATG4B inhibitor -2, MIN6 prolif 0, A3G deaminase -2, MPTP block 3.5, mIAP block 11, A3A deaminase -3 and hIAP block 13.
c1ccc2sc(Nc3nc4cc5c(cc4s3)OCO5)nc2c1 was read as hIAP activ 1.1, mIAP act 1.3, ATG4B inhibitor 35, MIN6 prolif 0, A3G deaminase -6, MPTP block 3.9, mIAP block -32, A3A deaminase 3 and hIAP block -12.
O=C(NC(=S)N1CCc2ccccc21)c1ccccc1Cl was read as hIAP activ 1, mIAP act 0.91, ATG4B inhibitor 0, MIN6 prolif 1, A3G deaminase -2, MPTP block -0.9, mIAP block 9, A3A deaminase -1 and hIAP block -2.
Screening O=C(NC(=S)Nc1ccc(CN2CCOCC2)cc1)c1cc2ccccc2o1 returned hIAP activ 0.78, mIAP act 0.9, ATG4B inhibitor 1, MIN6 prolif -3, A3G deaminase -2, MPTP block 0.2, mIAP block 10, A3A deaminase -3 and hIAP block 22.
CC1(C)CC(=O)c2cc(C(=O)NC3CCSC3=O)c(=O)n(-c3ccccc3)c2C1 (configuration not stated) was read as hIAP activ 0.97, mIAP act 0.98, ATG4B inhibitor 1, MIN6 prolif -1, A3G deaminase 3, MPTP block -0.1, mIAP block 2, A3A deaminase 1 and hIAP block 3.
Screening COc1ccc(S(=O)(=O)N2CC(C)N(C(=O)N(C)C)C2C(C)C)cc1 (configuration not stated) returned hIAP activ 0.95, mIAP act 0.95, ATG4B inhibitor -3, MIN6 prolif 1, A3G deaminase -11, MPTP block 0.2, mIAP block 5, A3A deaminase -4 and hIAP block 5.
CCCNC(=S)N1CCN(c2nc(C)nc3sc4c(c23)CCCC4)CC1 was read as hIAP activ 1.1, mIAP act 1.2, ATG4B inhibitor 49*, MIN6 prolif -4, A3G deaminase -3, MPTP block -0.3, mIAP block -20, A3A deaminase -2 and hIAP block -11.
`Cc1ccc(S(=O)(=O)N2CCOCC2)cc1NC(=O)COC(=O)Cc1ccsc1` gave hIAP activ 0.84, mIAP act 1.1, ATG4B inhibitor -5, MIN6 prolif 0, A3G deaminase 4, MPTP block 2.1, mIAP block -11, A3A deaminase 1 and hIAP block 16.
Cc1ccc(CN2CCN(Cc3ccc4c(c3)OCCO4)CC2CCO)cc1 (configuration not stated) was read as hIAP activ 1.1, mIAP act 1, ATG4B inhibitor 1, MIN6 prolif 0, A3G deaminase 0, MPTP block 3.3, mIAP block -4, A3A deaminase 6 and hIAP block -10.
For COc1ccc(-n2c(N)c(C(=O)NCC3CCCO3)sc2=S)cc1 (configuration not stated) the results were hIAP activ 1.1, mIAP act 1, ATG4B inhibitor 10, MIN6 prolif -3, A3G deaminase -7, MPTP block -0.2, mIAP block -1, A3A deaminase -8 and hIAP block -9.
COc1ccc(C2C(C(=O)O)c3ccccc3C(=O)N2C)cc1Br (configuration not stated) was read as hIAP activ 1.2, mIAP act 1.2, ATG4B inhibitor -10, MIN6 prolif -1, A3G deaminase 0, MPTP block -2.1, mIAP block -18, A3A deaminase 0 and hIAP block -23.
For COc1ccc(Cl)cc1NC(=S)NC(=O)c1ccc2c(c1)OCO2 the results were hIAP activ 0.88, mIAP act 0.93, ATG4B inhibitor 4, MIN6 prolif -7, A3G deaminase 22, MPTP block -0.3, mIAP block 8, A3A deaminase 1 and hIAP block 12.
`COc1ccc(-c2cc3c(=O)n(CC(=O)NCc4cccnc4)nc(C)n3n2)cc1` gave hIAP activ 1.2, mIAP act 1.1, ATG4B inhibitor -8, MIN6 prolif -1, A3G deaminase -8, MPTP block -0.3, mIAP block -7, A3A deaminase -8 and hIAP block -23.
Screening N#CC1(NC(=O)COC(=O)/C=C/c2ccc3ccccc3n2)CCCCC1 returned hIAP activ 1.2, mIAP act 0.99, ATG4B inhibitor 0, MIN6 prolif 7, A3G deaminase 1, MPTP block -0.5, mIAP block 1, A3A deaminase 4 and hIAP block -18.
For O=C(/C=C/c1ccccc1)C1C(=O)c2ccccc2C1=O the results were hIAP activ 0.98, mIAP act 1, ATG4B inhibitor -13, MIN6 prolif -3, A3G deaminase -8, MPTP block -1.3, mIAP block 0, A3A deaminase -5 and hIAP block 2.
`CCCCCn1c(N2CCOCC2)nc2c1c(=O)n(CC(N)=O)c(=O)n2C` gave hIAP activ 1, mIAP act 1.1, ATG4B inhibitor -2, MIN6 prolif -1, A3G deaminase -6, MPTP block -1.4, mIAP block -5, A3A deaminase -3 and hIAP block -2.
For CC(C)CCNC(=S)Nc1ccc(Br)cc1 the results were hIAP activ 1.2, mIAP act 2.2*, ATG4B inhibitor 12, MIN6 prolif 0, A3G deaminase -5, MPTP block 100*, mIAP block -124, A3A deaminase -1 and hIAP block -17.
Screening Cc1cc(C(=O)N/N=C/C=C/c2ccc([N+](=O)[O-])cc2)n[nH]1 returned hIAP activ 1.8, mIAP act 0.8, ATG4B inhibitor -1, MIN6 prolif -1, A3G deaminase -6, MPTP block -0.7, mIAP block 20, A3A deaminase -4 and hIAP block -77.
Screening CSc1nc2ccccc2c(=O)n1Cc1ccc(F)cc1 returned hIAP activ 1, mIAP act 1, ATG4B inhibitor 5, MIN6 prolif -5, A3G deaminase -1, MPTP block 3.8, mIAP block -1, A3A deaminase -3 and hIAP block -5.
Cc1cc(C)n2nc(-c3ccsc3-n3c(C)ccc3C)cc2n1 was read as hIAP activ 0.84, mIAP act 0.86, ATG4B inhibitor -11, MIN6 prolif 0, A3G deaminase 1, MPTP block 0.9, mIAP block 14, A3A deaminase 1 and hIAP block 16.
`CC(=O)SC(C)CC(=O)NCc1ccccc1` (configuration not stated) gave hIAP activ 0.93, mIAP act 1.1, ATG4B inhibitor 1, MIN6 prolif -2, A3G deaminase -4, MPTP block 0.1, mIAP block -10, A3A deaminase 4 and hIAP block 7.
For Cc1cccc(CC2S/C(=N/N=C/c3ccco3)NC2=O)c1 (configuration not stated) the results were hIAP activ 0.93, mIAP act 0.97, ATG4B inhibitor -3, MIN6 prolif -2, A3G deaminase -5, MPTP block 0.1, mIAP block 3, A3A deaminase 0 and hIAP block 7.
CCN(CCO)c1nc(SC)nc2c1sc1nc(-c3ccco3)c3c(c12)CCC3 was read as hIAP activ 0.82, mIAP act 0.89, ATG4B inhibitor 1, MIN6 prolif -6, A3G deaminase 62, MPTP block 5.7, mIAP block 11, A3A deaminase 68 and hIAP block 18.
For O=C(O)CCCCCn1c(SCC(=O)Nc2ccc(F)cc2)nc2ccsc2c1=O the results were hIAP activ 1.2, mIAP act 1.2, ATG4B inhibitor -2, MIN6 prolif 1, A3G deaminase -10, MPTP block -0.2, mIAP block -18, A3A deaminase -4 and hIAP block -18.
`COc1ccccc1NC(=O)Cn1nnc(-c2ccccc2NC(=O)c2cc3ccccc3oc2=O)n1` gave hIAP activ 0.96, mIAP act 0.96, ATG4B inhibitor 5, MIN6 prolif -1, A3G deaminase -7, MPTP block 2.4, mIAP block 4, A3A deaminase -3 and hIAP block 4.
For CCCc1cc(C(=O)N2CCCN(C)CC2)cs1 the results were hIAP activ 0.97, mIAP act 0.91, ATG4B inhibitor -1, MIN6 prolif -2, A3G deaminase -5, MPTP block 0.6, mIAP block 9, A3A deaminase -2 and hIAP block 3.
COc1ccccc1CNC(=O)CN(C)S(=O)(=O)c1ccc2c(c1)n(C)c(=O)c(=O)n2C was read as hIAP activ 1, mIAP act 0.99, ATG4B inhibitor -2, MIN6 prolif -3, A3G deaminase -3, MPTP block -1.1, mIAP block 1, A3A deaminase -5 and hIAP block -4.
`CC(=O)c1cccc(NC(=O)c2ccc(S(=O)(=O)N3CC(C)OC(C)C3)cc2)c1` (configuration not stated) gave hIAP activ 0.97, mIAP act 0.99, ATG4B inhibitor -6, MIN6 prolif -3, A3G deaminase -6, MPTP block 0.1, mIAP block 1, A3A deaminase 0 and hIAP block 3.
CC(=O)Nc1ccc(S(=O)(=O)N(C)c2ccc(OCC(=O)OCC(=O)NCc3ccco3)cc2)cc1 was read as hIAP activ 0.93, mIAP act 1.1, ATG4B inhibitor -5, MIN6 prolif 0, A3G deaminase 1, MPTP block -0.3, mIAP block -8, A3A deaminase 8 and hIAP block 7.
`COc1ccc(CC(=O)NCC(C)(C)N2CCOCC2)cc1` gave hIAP activ 0.8, mIAP act 0.99, ATG4B inhibitor -2, MIN6 prolif -2, A3G deaminase -11, MPTP block 0.0, mIAP block 1, A3A deaminase -1 and hIAP block 20.
Screening CN(Cc1ccccc1)S(=O)(=O)c1ccc(OCC(=O)Nc2cccc([N+](=O)[O-])c2)cc1 returned hIAP activ 0.86, mIAP act 0.93, ATG4B inhibitor -1, MIN6 prolif -3, A3G deaminase -6, MPTP block 2.3, mIAP block 7, A3A deaminase -3 and hIAP block 14.
`CCC(=O)c1ccc(OCC(O)Cn2nnc3ccccc32)cc1` (configuration not stated) gave hIAP activ 0.94, mIAP act 0.93, ATG4B inhibitor 9, MIN6 prolif -3, A3G deaminase -4, MPTP block 0.1, mIAP block 7, A3A deaminase 0 and hIAP block 6.
Screening O=C(NC1CCCC1)C(c1ccccc1F)N(C(=O)Cc1cccs1)c1ccc2c(c1)OCCO2 (configuration not stated) returned hIAP activ 1.1, mIAP act 0.97, ATG4B inhibitor -8, MIN6 prolif -3, A3G deaminase -4, MPTP block -0.5, mIAP block 3, A3A deaminase 0 and hIAP block -10.

Reprinted at random: 4 records from the list.
CC(=O)Nc1ccc(S(=O)(=O)N(C)c2ccc(OCC(=O)OCC(=O)NCc3ccco3)cc2)cc1 was read as hIAP activ 0.93, mIAP act 1.1, ATG4B inhibitor -5, MIN6 prolif 0, A3G deaminase 1, MPTP block -0.3, mIAP block -8, A3A deaminase 8 and hIAP block 7.
`COc1ccc(CC(=O)NCC(C)(C)N2CCOCC2)cc1` gave hIAP activ 0.8, mIAP act 0.99, ATG4B inhibitor -2, MIN6 prolif -2, A3G deaminase -11, MPTP block 0.0, mIAP block 1, A3A deaminase -1 and hIAP block 20.
CCN(CCO)c1nc(SC)nc2c1sc1nc(-c3ccco3)c3c(c12)CCC3 was read as hIAP activ 0.82, mIAP act 0.89, ATG4B inhibitor 1, MIN6 prolif -6, A3G deaminase 62, MPTP block 5.7, mIAP block 11, A3A deaminase 68 and hIAP block 18.
Screening O=C(NC1CCCC1)C(c1ccccc1F)N(C(=O)Cc1cccs1)c1ccc2c(c1)OCCO2 (configuration not stated) returned hIAP activ 1.1, mIAP act 0.97, ATG4B inhibitor -8, MIN6 prolif -3, A3G deaminase -4, MPTP block -0.5, mIAP block 3, A3A deaminase 0 and hIAP block -10.

Compound activity from PubChem BioAssay.
